XBP1 UPR activ: activators of adaptive arm of unfolded protein response (XBP1); activation, % at 20 µM; CHO-XBP1 luciferase reporter, IRE1-XBP1 UPR activation, luminescence; percent of tunicamycin response, DMSO as zero; actives 0.33% (n = 330,000);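 active = versus positive control, 20 µM dose yields 30% or more activation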;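 note: 100% = tunicamycin at 10 µg/mL and 0% = DMSO only wells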
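Signal: luciferase luminescence; Assay system: CHO-XBP1 luciferase reporter cells; Amount: one thousand reporter cells per well; Dosing: 20 µM single concentration, DMSO 1%; Benchmarks: high control tunicamycin 10 µg/mL final, low control DMSO vehicle only; Schedule: 6 h compound exposure at 37 °C, 5% CO2; Evaluation: percent activation relative to tunicamycin reference.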
EBI2 antag: blocks human EBI2 receptor beta-arrestin signaling | P32249 | EBI2 beta-arrestin recruitment, luminescence, 7a,25-OHC stimulated | inhibition, % at 5 µM | actives 0.81% (n = 360,000); in the data active = inhibition above about 38%;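 note: enzyme fragment complementation signal reports receptor beta-arrestin coupling in cells; 0% = agonist plus DMSO wells and 100% = wells without agonist; some results beyond the cut were filed as inactive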
Target sequence (P32249 whole entry, looked up, the tested form may be a part): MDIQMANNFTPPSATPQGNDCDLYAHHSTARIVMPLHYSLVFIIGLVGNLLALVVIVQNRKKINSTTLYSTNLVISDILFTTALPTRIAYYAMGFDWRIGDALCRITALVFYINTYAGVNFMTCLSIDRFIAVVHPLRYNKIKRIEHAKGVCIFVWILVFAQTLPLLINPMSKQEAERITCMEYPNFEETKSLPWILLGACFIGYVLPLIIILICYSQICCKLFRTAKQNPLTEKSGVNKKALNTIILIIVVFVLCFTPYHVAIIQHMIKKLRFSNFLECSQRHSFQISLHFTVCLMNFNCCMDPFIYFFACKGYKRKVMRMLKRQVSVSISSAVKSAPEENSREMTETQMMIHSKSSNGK
tim23-1 inh: tim23-1 yeast growth inhibition | inhibition, % at 20 µM | actives 1.3% (n = 330,000) | S. cerevisiae tim23-1 growth, BacTiter-Glo luminescence, 24 h;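 active = growth inhibition of the mutant yeast at or above 50%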;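 note: temperature-sensitive mutant grown at 25 °C; plate controls were DMSO-treated mutant yeast for no effect and medium wells lacking yeast for full effect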
CXCR6 block: inhibitors of human CXCR6 receptor | CHO-K1 PathHunter CXCR6 beta-arrestin, luminescence | inhibition, % at 20 µM | actives 0.36% (n = 360,000) | AID 602244; in the data active = inhibition above about 34%, passing the limit was not always enough;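 note: antagonist mode with CXCL16 agonist at 10 nM final; 0% = 10 nM CXCL16 with DMSO and 100% = unstimulated wells without agonist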
Mdm2 MdmX PPI: disrupts the human Mdm2-MdmX interaction | actives 3% (n = 330,000) | O15151+Q00987 | SaOS-2 split-luciferase Mdm2/MdmX complementation, luminescence | inhibition, % at 8 µM;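 active = inhibition of at least 50% at 8 µM in the primary screen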
CCR6 antagonist: CCR6 (human) receptor antagonism. inhibition, % at 20 µM. AID 493098. P51684. actives 0.49% (n = 340,000). CHO-K1 CCR6 PathHunter beta-arrestin, luminescence, CCL20-stimulated;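 active = compounds whose inhibition of the agonist-driven luminescence signal at 20 µM reaches about 50%, limit read from the data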;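 note: cells stimulated with CCL20 at 14 nM final; plate controls were DMSO with CCL20 for no effect and DMSO without agonist for full effect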
Target sequence (P51684 whole entry, looked up): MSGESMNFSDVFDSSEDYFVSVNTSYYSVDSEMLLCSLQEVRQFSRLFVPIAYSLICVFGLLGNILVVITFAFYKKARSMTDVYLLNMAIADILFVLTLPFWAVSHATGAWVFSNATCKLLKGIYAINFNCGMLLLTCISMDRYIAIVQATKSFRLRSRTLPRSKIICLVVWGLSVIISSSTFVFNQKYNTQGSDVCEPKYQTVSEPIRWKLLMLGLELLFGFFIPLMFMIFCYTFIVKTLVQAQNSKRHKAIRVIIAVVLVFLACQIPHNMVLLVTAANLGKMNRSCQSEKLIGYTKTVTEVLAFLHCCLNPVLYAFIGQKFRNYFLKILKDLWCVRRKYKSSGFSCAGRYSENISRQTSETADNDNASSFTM
APJ antag: APJ receptor antagonism | P35414 | CHO-K1 APJ beta-arrestin complementation, luminescence | inhibition, % at 20 µM | actives 0.32% (n = 330,000);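 active = inhibition above about 40% at 20 µM, limit read from the data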;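 note: cells challenged with 10 nM apelin-13 agonist together with compound; plate controls were apelin-13 plus DMSO wells for no effect and DMSO wells lacking apelin-13 for full effect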
UPR CHOP act: activators of apoptotic arm of unfolded protein response (CHOP); CHO-CHOP luciferase reporter, UPR activation, luminescence; percent of tunicamycin response over DMSO baseline; activation, % at 10 µM; actives 0.34% (n = 330,000);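 active = at 10 µM dose, activation of 40% or more, normalized to positive control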;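 note: 100% = tunicamycin at 10 µg/mL and 0% = DMSO alone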
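Test system: CHO-CHOP cells, stable luciferase reporter of PERK-eIF2a-CHOP signalling | Quantity: 500 CHO-CHOP cells per well | Buffer or medium: F12 plus 10% serum | Compound dosing: 10 µM single point, 0.5% DMSO | Schedule: 6 h compound treatment, 37 °C | Signal: Luciferase luminescence | Control set: Tunicamycin high control, DMSO low control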
APJ agonist: APJ receptor agonism | CHO-K1 APJ PathHunter beta-arrestin, luminescence; 0% DMSO wells, 100% apelin | activation, % at 20 µM | actives 0.11% (n = 330,000);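 active = activation more than six SD over the plate average, tested at 20 µM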;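 note: 0% = DMSO alone and 100% = apelin-13 at 10 nM; some results filed as inactive read as strong as hits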
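Test system: CHO-K1 APJ beta-arrestin complementation cell line. Amount: cell density 1000 per well. Controls: DMSO negative, 10 nM Apelin-13 positive. Signal: luminescent beta-gal fragment complementation, chemiluminescent substrate. Read-out basis: agonist-driven arrestin binding to APJ. Timing: compound stimulation 90 min at 25 °C, detection 60 min.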
Numbers without * were called inactive; . = not tested or not shown.

SMILES	XBP1 UPR activ	EBI2 antag	tim23-1 inh	CXCR6 block	Mdm2 MdmX PPI	CCR6 antagonist	APJ antag	UPR CHOP act	APJ agonist
Cc1ccc(C)c(NC(=O)CSc2nnc(-c3cc(C)[nH]n3)n2N)c1	-3	-4	-17	2	22	17	7	-1.1	-3
Cc1ccc(-c2csc(NC(=O)CSc3nc(C)cs3)n2)cc1	2	-6	20	-14	-23	-23	-1	4.1	-1
CCC(C)[C@H](NC(=O)NCc1ccccn1)C(=O)OC (stereo not given in full)	0	-8	1	0	15	-37	26	2.0	-4
CCOC(=O)c1c(CN2CCOCC2)n(-c2ccccc2)c2cc(Br)c(O)c(CN(C)C)c12	-2	-8	35	8	40	-6	3	1.9	-2
CCC(=O)N1CC2(CC(c3cccc([N+](=O)[O-])c3)=NO2)C[C@H]1C(=O)NCC(N)=O (stereo not given in full)	1	-4	-7	-8	9	6	-2	-1.9	-4
O=C(CSc1nnc(Cc2csc(Nc3cccc(Cl)c3)n2)o1)N1CCc2ccccc21	-1	11	-6	-2	24	23	-3	-2.4	6
CCNc1ccc(C(=O)OCC)cc1NC(=O)c1cccc(S(=O)(=O)N2CCOCC2)c1	-4	-9	0	-3	14	-1	-40	-1.2	1
NC(=O)c1cc(S(=O)(=O)Nc2ccc(OC(F)(F)F)cc2)cs1	-4	-4	4	2	-4	3	3	-1.0	0
N#Cc1ccc(C23CC4(C2)[C@H](CN(Cc2ccc(C(F)(F)F)cc2)[C@@H]4c2ccccc2)C3c2ccc(C(F)(F)F)cc2)cc1 (stereo not given in full)	-1	.	19	.	15	8	-1	-0.8	5
CCOc1ccc(NC(=O)CCCN2C(=S)NC(C)(C)CC2C)cc1 (stereo not given)	-1	-6	6	9	-13	4	9	2.0	-1
CCOC(=O)Cn1cc(/C=N/NC(=O)c2cc3ccccc3o2)c2ccccc21	-2	6	36	8	10	1	-3	1.5	-2
CCCCNC(=O)CC1N=C2c3ccccc3N=C(SCC(=O)Nc3ccccc3C)N2C1=O (stereo not given)	1	6	10	6	-4	1	14	-0.3	0
COc1ccc(C(=O)CSc2nnnn2Cc2ccccc2)cc1	2	2	22	-6	-5	3	7	-2.4	0
O=c1cc(-c2ccncc2)oc2c1ccc1ccccc12	6	26	47	-12	48	-4	0	-1.9	-2
Cc1csc2c(=O)n(CCO)c(=O)[nH]c12	-1	-7	-7	-10	16	-5	8	1.0	-6
CCCc1ccc(OCC(O)CN2CCN(CCO)CC2)cc1 (stereo not given)	-5	-2	-12	5	-19	2	-8	-0.5	-1
Cc1cc(=O)oc2cc(OCC(=O)OCC(=O)N3CCc4ccccc43)ccc12	-4	0	-2	-8	0	-22	18	-0.6	1
CCn1nnc(NC(=O)CSc2ccc(Cl)cc2)n1	0	13	8	5	-13	-3	16	1.6	-3
COc1cccc(-c2nn(-c3ccc(F)cc3)cc2C(=O)NCC2CCCO2)c1 (stereo not given)	1	4	37	1	-8	2	10	-0.6	13
COC(=O)c1cc2ccccc2c(=O)s1	0	-2	-4	-4	10	-1	7	0.3	0
COc1ccc(S(=O)(=O)N2CCC(C(=O)NCC3CCCO3)CC2)cc1 (stereo not given)	-1	4	7	6	9	-7	0	-1.7	0
O=C(CCCc1nc2ccccc2s1)NCc1ccccc1F	1	-7	21	-11	-25	7	4	0.9	-4
Cn1c(=O)oc2cc(S(=O)(=O)N3CCCC(C(=O)NCCN4CCOCC4)C3)ccc21 (stereo not given)	-3	2	-2	6	18	-4	13	-1.7	-2
CCC1(C)Cc2c(sc3nc(SC)nc(N)c23)CO1 (stereo not given)	-2	-2	-13	6	11	-2	8	-0.3	-3
C/C(=N\NC(=S)NCCc1ccccc1)c1ccc(O)cc1O	3	6	33	0	-3	9	-5	-2.3	7

Given bar-delimited: 5 of the compounds above
SMILES | XBP1 UPR activ | EBI2 antag | tim23-1 inh | CXCR6 block | Mdm2 MdmX PPI | CCR6 antagonist | APJ antag | UPR CHOP act | APJ agonist
O=c1cc(-c2ccncc2)oc2c1ccc1ccccc12 | 6 | 26 | 47 | -12 | 48 | -4 | 0 | -1.9 | -2
Cc1csc2c(=O)n(CCO)c(=O)[nH]c12 | -1 | -7 | -7 | -10 | 16 | -5 | 8 | 1.0 | -6
CCCc1ccc(OCC(O)CN2CCN(CCO)CC2)cc1 (stereo not given) | -5 | -2 | -12 | 5 | -19 | 2 | -8 | -0.5 | -1
Cc1cc(=O)oc2cc(OCC(=O)OCC(=O)N3CCc4ccccc43)ccc12 | -4 | 0 | -2 | -8 | 0 | -22 | 18 | -0.6 | 1
CCn1nnc(NC(=O)CSc2ccc(Cl)cc2)n1 | 0 | 13 | 8 | 5 | -13 | -3 | 16 | 1.6 | -3

The listing continues.
SMILES	XBP1 UPR activ	EBI2 antag	tim23-1 inh	CXCR6 block	Mdm2 MdmX PPI	CCR6 antagonist	APJ antag	UPR CHOP act	APJ agonist
C=CCn1c(SCC(=O)NCC)nc2sc3c(c2c1=O)CCC3	-2	2	11	1	22	5	22	1.9	-2
O=C(NCc1ccc(F)cc1)C1CCN(C(=O)Nc2ccc(F)cc2)CC1	2	16	3	3	15	10	10	-1.1	-4
Cc1cnc(NC(=O)c2ccncc2)s1	1	0	12	2	2	1	-7	2.3	-2
Cc1ccc(-c2noc(CN3C(C)CCCC3C)n2)cc1 (stereo not given)	4	-7	23	-5	4	16	-6	0.6	1
CCN1C(=O)CSC1=Nc1ccc(OC)cc1	-4	3	6	1	-10	0	13	-0.6	-2
CCCn1c(=O)[nH]c(=O)c2c1nc(-c1ccccc1OC(F)F)n2CCOC	-1	-11	9	-1	1	7	-4	-1.5	-3
CC(NC(=O)COc1ncnc2cc([N+](=O)[O-])ccc12)c1ccccc1 (stereo not given)	-1	0	-5	-10	17	-11	-4	0.2	2
Cc1ccc(C(=O)NC(C)c2ccc(-n3ccnc3)cc2)cc1S(=O)(=O)N1CCOCC1 (stereo not given)	-5	-6	10	-11	21	3	-8	2.5	0
C=CCNC(=O)COc1ccc(S(=O)(=O)NC2CCCCC2)cc1	-2	-11	-2	-5	17	-2	10	1.1	-1
CCOc1ccc2ccccc2c1/C=N/NC(=O)c1c(C)cc(C)[nH]c1=O	3	4	5	-3	-9	1	-11	0.7	11
Fc1ccc(-c2nnc(-n3nnc4ccccc43)c3ccccc23)cc1	1	10	-4	2	-2	-8	19	1.7	-1
CC1(C)Cc2ccccc2-c2nc(NN)[nH]c(=O)c21	1	9	51*	6	0	24	34	0.1	-8
Nc1nonc1-c1nc2ccccc2n1CC(=O)N/N=C/c1ccc(-c2ccccc2C(=O)O)o1	-3	-6	25	-5	-19	-6	17	0.1	-1
CC(CC(=O)NC1CCCCC1)S(=O)(=O)c1ccc2c(c1)CCN2C(=O)C1CC1 (stereo not given)	-5	-6	4	-3	16	-3	3	-0.1	-2
O=S(=O)(Nc1ccc(F)cc1Cl)c1ccc(-c2cnc(C3CC3)o2)cc1	-1	-8	55*	4	56*	7	-13	-1.9	-3
COc1ccc2cc(CN(Cc3ccco3)Cc3nnnn3C3CCCCC3)c(=O)[nH]c2c1	-3	8	59*	-1	20	14	-20	0.6	7
CCn1c(=O)c(=O)[nH]c2cc(C(=O)NC3CC3)ccc21	-3	-13	0	3	-14	7	-13	3.1	-1
Cc1ccc(S(=O)(=O)/N=C(\c2ccccc2)N(C)S(=O)(=O)c2ccccc2)cc1	-3	11	37	8	17	-2	-10	-1.5	-3
CCOc1ccccc1NC(=O)NS(=O)(=O)c1ccc(C)cc1	-2	-2	13	-1	-6	7	8	-0.6	-5
COc1ccc(CNC(=O)c2cc(S(=O)(=O)N3CCOCC3)cn2C)cc1	3	-2	13	1	-28	7	6	-0.9	-5
CC(=O)Nc1ccccc1C(=O)N1CCN(Cc2ccccc2)CC1	-1	4	9	-19	31	-6	-2	-0.5	-3
Cc1cc(NC(=O)c2cnn3cccnc23)nn1CC(=O)Nc1cccnc1	0	-9	17	-6	-11	6	10	-0.6	-1
CCOC(=O)/C=c1\s/c(=C\c2ccc(-c3ccccc3)cc2)c(=O)n1CC(=O)NCc1ccc2c(c1)OCO2	1	-1	-4	2	84*	19	-14	2.2	0
CS(=O)(=O)Oc1ccc(Br)c2cccnc12	-3	4	0	-10	11	-5	-15	0.6	-4
CC[C@@]1(C(=O)OC)N[C@H](CN(C)C(=O)c2ccc(C(C)(C)C)cc2)[C@@H]2C(=O)N(Cc3ccccc3)C(=O)[C@@H]21	-1	-4	5	9	43	-2	-1	1.3	-2
SMILES	XBP1 UPR activ	EBI2 antag	tim23-1 inh	CXCR6 block	Mdm2 MdmX PPI	CCR6 antagonist	APJ antag	UPR CHOP act	APJ agonist
O=C(O)c1ccccc1Sc1ccccc1S(=O)(=O)NC1CCCCC1	-1	1	11	-7	1	-1	8	-0.8	-1
CS(=O)(=O)N(Cc1ccc(C(=O)NCCSc2ccccn2)cc1)c1ccccc1	2	5	-2	-4	-49	0	7	3.8	-2
Cc1ccc(CCNC(=O)C2CCN(S(=O)(=O)c3cccc4nsnc34)CC2)cc1	-2	12	16	5	3	-13	9	0.4	-6
O=C(COC(=O)CNC(=O)C1CCCCC1)Nc1ccc(F)c([N+](=O)[O-])c1	-2	-16	-6	4	13	-7	13	2.7	-2
Cc1ccc2c(CC(=O)OCn3nnc4ccccc4c3=O)coc2c1	0	-7	31	8	-28	1	7	-0.7	-4
Cc1ccc(NC(=O)CN2C(=O)N/C(=C/c3ccccc3OCc3cccc(C(=O)O)c3)C2=O)cc1	2	-1	-17	-3	13	22	12	1.6	1

Some entries already given, showing only CXCR6 block, APJ antag and APJ agonist.
smiles,CXCR6 block,APJ antag,APJ agonist
Cc1ccc(CCNC(=O)C2CCN(S(=O)(=O)c3cccc4nsnc34)CC2)cc1,5,9,-6
O=C(COC(=O)CNC(=O)C1CCCCC1)Nc1ccc(F)c([N+](=O)[O-])c1,4,13,-2

Only part of the results is shown (hit frequency here may not be typical).
